PAFAH1B3 FP inh – PAFAH1B3 enzyme inhibitors, primary screen, biochemical, fluorescence polarization, human; Platelet-activating factor acetylhydrolase IB subunit alpha1 (Homo sapiens), Q15102; recombinant PAFAH1B3, FP-rhodamine probe; inhibition, % at 3.39 µM; 0.28% of 340,000 active;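 active = inhibition above the screen-wide average of all tested compounds plus 3 SD, cut at about 25% in these data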;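 note: 0% = enzyme with DMSO only and 100% = wells lacking PAFAH1B3 protein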
Target sequence (Q15102 whole entry, looked up): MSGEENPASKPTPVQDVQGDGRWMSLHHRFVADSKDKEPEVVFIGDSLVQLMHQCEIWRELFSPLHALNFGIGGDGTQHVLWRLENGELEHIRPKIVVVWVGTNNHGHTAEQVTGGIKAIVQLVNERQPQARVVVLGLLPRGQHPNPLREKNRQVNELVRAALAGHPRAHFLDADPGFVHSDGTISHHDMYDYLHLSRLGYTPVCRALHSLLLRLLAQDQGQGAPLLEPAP
PAD4 inh – human PAD4 inhibitors, primary screen, biochemical, fluorescence polarization, 1536-well format | Protein-arginine deiminase type-4 (Homo sapiens), Q9UM07 | recombinant PAD4, RCA probe fluorescence polarization | inhibition, % at 6.36 µM | 0.41% of 330,000 active | AID 485272, 2010;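 active = percent inhibition above a cutoff equal to the mean of all tested compounds plus 3 SD, cut at about 15% in these data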;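 note: 0% = PAD4 with RCA probe and DMSO and 100% = probe without PAD4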
pPAFAH FP inh – pPAFAH enzyme inhibitors, primary screen, biochemical, fluorescence polarization, human | AID 463082, 2010 | inhibition, % at 3.39 µM | 1.5% of 330,000 active | Platelet-activating factor acetylhydrolase (Homo sapiens), Q13093 | recombinant pPAFAH, FP-rhodamine probe fluorescence polarization;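 active = inhibition above the mean inhibition across the screen plus 3 SD, cut at about 25% in these data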;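 note: inhibitors block binding of the rhodamine activity-based probe so polarization drops; 0% = enzyme with DMSO and 100% = wells lacking pPAFAH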
Target sequence (Q13093 whole entry, looked up): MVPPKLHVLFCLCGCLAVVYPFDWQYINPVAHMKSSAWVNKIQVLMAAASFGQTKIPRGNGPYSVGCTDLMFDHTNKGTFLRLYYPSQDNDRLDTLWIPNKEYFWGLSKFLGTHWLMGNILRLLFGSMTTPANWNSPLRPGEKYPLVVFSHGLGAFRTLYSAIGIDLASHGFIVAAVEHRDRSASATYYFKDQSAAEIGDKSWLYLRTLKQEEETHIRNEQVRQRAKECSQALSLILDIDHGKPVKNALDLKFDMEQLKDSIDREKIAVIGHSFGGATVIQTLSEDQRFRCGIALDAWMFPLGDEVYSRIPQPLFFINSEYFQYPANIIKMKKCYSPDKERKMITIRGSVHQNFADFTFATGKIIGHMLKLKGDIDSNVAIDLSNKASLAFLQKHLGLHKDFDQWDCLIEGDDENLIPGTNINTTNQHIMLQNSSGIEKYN
GSTO1 inh – inhibitors of recombinant GSTO1, primary screen, counter-screen for RBBP9 inhibitor project, biochemical, fluorescence polarization. AID 1974, 2009. activity-based probe fluorescence polarization. Glutathione S-transferase omega-1 (Homo sapiens), P78417. inhibition, % at 5.96 µM. 1.1% of 300,000 active;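 active = inhibition above the campaign mean inhibition plus 3 SD, cut at about 35% in these data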;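 note: 0% = GSTO1-1 with DMSO and 100% = wells lacking GSTO1-1 enzyme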
LYPLA1 counter – LYPLA1 inhibitors, primary screen, counter-screen for PME1 inhibitor project, biochemical, fluorescence polarization, FP-Rh probe ABPP | Acyl-protein thioesterase 1 (Homo sapiens), O75608 | recombinant LYPLA1 | inhibition, % at 5.9 µM | 0.16% of 320,000 active | AID 2174, 2009;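 active = inhibition above the mean of all tested compounds plus 3 SD, set per campaign, cut at about 14% in these data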;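 note: inhibitors block serine hydrolase probe labeling of LYPLA1 so polarization falls; 0% = enzyme with DMSO and 100% = wells lacking LYPLA1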
Target sequence (O75608 whole entry, looked up): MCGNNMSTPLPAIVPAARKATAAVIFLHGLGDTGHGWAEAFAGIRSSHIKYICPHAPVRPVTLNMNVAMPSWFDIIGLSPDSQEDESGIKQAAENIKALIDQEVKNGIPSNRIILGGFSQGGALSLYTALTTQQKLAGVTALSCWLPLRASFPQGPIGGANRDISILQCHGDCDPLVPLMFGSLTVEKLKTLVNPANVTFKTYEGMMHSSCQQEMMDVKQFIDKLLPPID
Fam108B counter – mouse Fam108B serine hydrolase inhibitors, primary screen, counter-screen for RBBP9 inhibitor project, biochemical, fluorescence polarization; inhibition, % at 9.51 µM; 0.33% of 300,000 active; recombinant Fam108B, FP-Rh probe fluorescence polarization;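 active = inhibition above the screen mean inhibition plus 3 SD, computed separately per campaign, cut at about 18% in these data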;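 note: inhibitors lower polarization as less probe binds the enzyme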
PAFAH1B2 inh – PAFAH1B2 enzyme inhibitors, primary screen, biochemical, fluorescence polarization, human; AID 492953, 2010; inhibition, % at 3.39 µM; 1.2% of 340,000 active; recombinant PAFAH1B2, FP-rhodamine activity probe;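 active = inhibition above the mean of all tested compounds plus 3 SD, cut at about 24% in these data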;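 note: 0% = enzyme with DMSO and 100% = wells lacking PAFAH1B2; many of its hits are not listed in these tables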
PME-1 primary – PME-1 inhibitors via competitive probe labeling, primary screen, biochemical, fluorescence polarization, FP-Rh probe, HTS; Protein phosphatase methylesterase 1 (Homo sapiens), Q9Y570; AID 2130, 2009; 0.53% of 320,000 active; inhibition, % at 5.9 µM; recombinant PME-1;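 active = inhibition above the campaign mean of all compounds plus 3 SD, cut at about 26% in these data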;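 note: competitive labeling of PME-1 active site by serine hydrolase directed probe; 0% = PME-1 with DMSO and 100% = wells lacking PME-1 enzyme; inhibitors block probe labeling so polarization falls and inhibition rises; many of its hits are not listed in these tables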
PAFAH2 FP inh – PAFAH2 enzyme inhibitors, primary screen, biochemical, fluorescence polarization, human | recombinant PAFAH2, FP-rhodamine activity probe | inhibition, % at 3.39 µM | AID 492956, 2010 | Platelet-activating factor acetylhydrolase 2, cytoplasmic (Homo sapiens), Q99487 | 0.99% of 340,000 active;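 active = inhibition above the mean over all tested compounds plus 3 SD, cut at about 30% in these data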;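 note: inhibitors block probe labeling of enzyme so polarization drops; 0% = enzyme with DMSO and 100% = wells lacking PAFAH2 protein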
Active calls of the source: *. This is a subset; count on the stated rates, not on these rows.

Results for O=C(Nc1nc(-c2ccccc2)c(-c2ccccc2)o1)c1ccc(F)cc1 ?
PAFAH1B3 FP inh: 7; PAD4 inh: -2; pPAFAH FP inh: 4; GSTO1 inh: -9; LYPLA1 counter: -11; Fam108B counter: -11; PAFAH1B2 inh: 2; PME-1 primary: -14; PAFAH2 FP inh: -2

What do the screens show for `COC(=O)c1cn(NC(=O)Cc2cccc(OC)c2)c(=O)c2ccccc12`?
PAFAH1B3 FP inh: 5; PAD4 inh: -2; pPAFAH FP inh: -6; GSTO1 inh: -2; LYPLA1 counter: -2; Fam108B counter: 4; PAFAH1B2 inh: 4; PME-1 primary: -3; PAFAH2 FP inh: 0

How did O=c1[nH][nH]c(-c2ccccc2O)c1C(C[N+](=O)[O-])c1ccc(Cl)cc1Cl (centres undefined) do in these assays?
PAFAH1B3 FP inh: 4; PAD4 inh: -12; pPAFAH FP inh: 3; GSTO1 inh: 34; LYPLA1 counter: -2; Fam108B counter: 4; PAFAH1B2 inh: 3; PME-1 primary: 6; PAFAH2 FP inh: 0

Results for Cc1c(C(=O)OC2CCCC2)[nH]c2c1C(=O)CC(c1ccco1)C2 (centres undefined) ?
PAFAH1B3 FP inh: 11; PAD4 inh: -3; pPAFAH FP inh: -4; GSTO1 inh: -1; LYPLA1 counter: -2; Fam108B counter: 1; PAFAH1B2 inh: 8; PME-1 primary: -2; PAFAH2 FP inh: 7

Results for O=C(Nc1nnc(-c2ccccc2F)s1)C1CCCO1 (centres undefined) ?
PAFAH1B3 FP inh: 9; PAD4 inh: -3; pPAFAH FP inh: 5; GSTO1 inh: 7; LYPLA1 counter: -1; Fam108B counter: 3; PAFAH1B2 inh: 1; PME-1 primary: 2; PAFAH2 FP inh: 6

How did CC(NC(N)=O)C(=O)OCC(=O)c1ccc(-c2ccccc2)cc1 (centres undefined) do in these assays?
PAFAH1B3 FP inh: -3; PAD4 inh: -6; pPAFAH FP inh: 7; GSTO1 inh: -1; LYPLA1 counter: -5; Fam108B counter: -1; PAFAH1B2 inh: -3; PME-1 primary: -11; PAFAH2 FP inh: 4

Results for CCc1c(C)c2ccc(O)c(CN(C)C)c2oc1=O ?
PAFAH1B3 FP inh: 8; PAD4 inh: 0; pPAFAH FP inh: -2; GSTO1 inh: 6; LYPLA1 counter: 0; Fam108B counter: 4; PAFAH1B2 inh: -2; PME-1 primary: 3; PAFAH2 FP inh: -1

How did NC(=O)[C@@H]1CC2(CC(c3cccc(NC(=O)[C@@H]4CCC(=O)N4)c3)=NO2)CN1C(=O)Cc1ccc([N+](=O)[O-])cc1 (some centres undefined) do in these assays?
PAFAH1B3 FP inh: -14; PAD4 inh: -1; pPAFAH FP inh: 2; GSTO1 inh: 11; LYPLA1 counter: -3; Fam108B counter: -8; PAFAH1B2 inh: -1; PME-1 primary: 0; PAFAH2 FP inh: 4

Results for CCOc1cc(C(=O)Nc2ccc(S(=O)(=O)Nc3nnc(CC)s3)cc2)cc(OCC)c1OCC ?
PAFAH1B3 FP inh: -1; PAD4 inh: -3; pPAFAH FP inh: -3; GSTO1 inh: -3; LYPLA1 counter: -3; Fam108B counter: -3; PAFAH1B2 inh: 7; PME-1 primary: 6; PAFAH2 FP inh: -3

Results for C/C(=N/NC(=O)c1cccs1)c1ccco1 ?
PAFAH1B3 FP inh: 5; PAD4 inh: 1; pPAFAH FP inh: 6; GSTO1 inh: -2; LYPLA1 counter: 0; Fam108B counter: 0; PAFAH1B2 inh: 3; PME-1 primary: 3; PAFAH2 FP inh: 6

Results for O=C(Nc1nnc(Cc2ccccc2)s1)c1cccs1 ?
PAFAH1B3 FP inh: 3; PAD4 inh: 1; pPAFAH FP inh: 1; GSTO1 inh: -15; LYPLA1 counter: -6; Fam108B counter: 4; PAFAH1B2 inh: 10; PME-1 primary: -10; PAFAH2 FP inh: 12

Results for CN1CCN(c2nc(-c3cc4ccccc4o3)cs2)CC1 ?
PAFAH1B3 FP inh: 5; PAD4 inh: 0; pPAFAH FP inh: 6; GSTO1 inh: 4; LYPLA1 counter: -1; Fam108B counter: -1; PAFAH1B2 inh: 6; PME-1 primary: 3; PAFAH2 FP inh: 8

Results for COc1cccc(N2C(=O)C3CCCN3C2c2ccc(F)cc2)c1 (centres undefined) ?
PAFAH1B3 FP inh: 5; PAD4 inh: -6; pPAFAH FP inh: -2; GSTO1 inh: -5; LYPLA1 counter: 2; Fam108B counter: 1; PAFAH1B2 inh: 4; PME-1 primary: 4; PAFAH2 FP inh: -3

Results for CCOc1ccc(Nc2nc(Cc3nnc(SCC(=O)NCc4ccco4)n3CC)cs2)cc1 ?
PAFAH1B3 FP inh: 7; PAD4 inh: 2; pPAFAH FP inh: 3; GSTO1 inh: 8; LYPLA1 counter: 1; Fam108B counter: -4; PAFAH1B2 inh: 1; PME-1 primary: 2; PAFAH2 FP inh: 5

What do the screens show for `C[C@@H](C(=O)Nc1ccc2ccccc2c1)[C@@H]1C[C@@]1(C)[C@@H](NC(=O)OCc1ccccc1)c1ccccc1`?
PAFAH1B3 FP inh: -9; PAD4 inh: -6; pPAFAH FP inh: 1; GSTO1 inh: -6; LYPLA1 counter: -19; Fam108B counter: -25; PAFAH1B2 inh: -11; PME-1 primary: -26; PAFAH2 FP inh: -16

What do the screens show for `COc1cccc(COC(=O)c2cc(S(=O)(=O)N3CCCCC3)ccc2N2CCOCC2)c1OC`?
PAFAH1B3 FP inh: 4; PAD4 inh: 3; pPAFAH FP inh: -1; GSTO1 inh: 2; LYPLA1 counter: 2; Fam108B counter: -1; PAFAH1B2 inh: 5; PME-1 primary: -1; PAFAH2 FP inh: 6

How did COc1ccccc1NC(=O)Oc1ccc(C(C)=O)cc1 do in these assays?
PAFAH1B3 FP inh: 13; PAD4 inh: 2; pPAFAH FP inh: 4; GSTO1 inh: 0; LYPLA1 counter: 4; Fam108B counter: -34; PAFAH1B2 inh: 4; PME-1 primary: 2; PAFAH2 FP inh: -8

What do the screens show for `COc1ccc(NS(=O)(=O)c2ccc3c(c2)CCCN3C(C)=O)cc1`?
PAFAH1B3 FP inh: 9; PAD4 inh: -3; pPAFAH FP inh: 20; GSTO1 inh: 4; LYPLA1 counter: 1; Fam108B counter: 3; PAFAH1B2 inh: 6; PME-1 primary: 1; PAFAH2 FP inh: -3

Results for COc1ccc(-c2cc(C(=O)N(C)Cc3ccc(F)cc3)c3ccccc3n2)cc1OC ?
PAFAH1B3 FP inh: -1; PAD4 inh: -2; pPAFAH FP inh: -2; GSTO1 inh: 3; LYPLA1 counter: -6; Fam108B counter: -4; PAFAH1B2 inh: 0; PME-1 primary: 2; PAFAH2 FP inh: -1

How did CCOCCCNC(=O)C1(O)c2ccccc2NC(=O)N1c1ccc(Cl)c(Cl)c1 (centres undefined) do in these assays?
PAFAH1B3 FP inh: 6; PAD4 inh: 3; pPAFAH FP inh: 0; GSTO1 inh: -2; LYPLA1 counter: -2; Fam108B counter: -4; PAFAH1B2 inh: 4; PME-1 primary: 0; PAFAH2 FP inh: -1

Results for COc1ccc(C2C=C(C)Nc3nc4ccccc4n32)cc1 (centres undefined) ?
PAD4 inh: -5; pPAFAH FP inh: 0; GSTO1 inh: -2; LYPLA1 counter: -1; Fam108B counter: 2; PME-1 primary: -3

What do the screens show for `O=C(O)CC(=O)Nc1cc(Cl)ccc1O`?
PAFAH1B3 FP inh: 2; PAD4 inh: 1; pPAFAH FP inh: 2; GSTO1 inh: 13; LYPLA1 counter: -1; Fam108B counter: 1; PAFAH1B2 inh: -1; PME-1 primary: -3; PAFAH2 FP inh: 10

What do the screens show for `Cc1noc(NC(=O)c2ccccc2C(F)(F)F)c1C#N`?
PAFAH1B3 FP inh: 8; PAD4 inh: 1; pPAFAH FP inh: 3; GSTO1 inh: 4; LYPLA1 counter: -1; Fam108B counter: 0; PAFAH1B2 inh: 1; PME-1 primary: 3; PAFAH2 FP inh: 38*

What do the screens show for `CC(NC(=O)CN1C(=O)NC(c2ccccc2)(c2ccccc2)C1=O)c1cccs1` (centres undefined)?
PAFAH1B3 FP inh: 5; PAD4 inh: -1; pPAFAH FP inh: 6; LYPLA1 counter: -2; PAFAH1B2 inh: -1; PME-1 primary: 1; PAFAH2 FP inh: 3

What do the screens show for `CC(=O)c1c(N2CCN(C)CC2)nc(=S)n(-c2cc(C)ccc2C)c1C`?
PAFAH1B3 FP inh: 1; PAD4 inh: 3; pPAFAH FP inh: 2; GSTO1 inh: 5; LYPLA1 counter: -1; Fam108B counter: 6; PAFAH1B2 inh: 2; PME-1 primary: -5; PAFAH2 FP inh: 0

Results for CCOC(=O)c1c(S(=O)(=O)N2CCCC(C)C2)c(C)n(C)c1C (centres undefined) ?
PAFAH1B3 FP inh: 11; PAD4 inh: -4; pPAFAH FP inh: 1; GSTO1 inh: 9; LYPLA1 counter: 1; Fam108B counter: 3; PAFAH1B2 inh: 1; PME-1 primary: 2; PAFAH2 FP inh: 4

Results for CN(C)/C=N/c1nc(Sc2ccc(C(F)(F)F)cc2[N+](=O)[O-])n[nH]1 ?
PAFAH1B3 FP inh: 3; PAD4 inh: 4; pPAFAH FP inh: -5; GSTO1 inh: 2; LYPLA1 counter: -2; Fam108B counter: 5; PAFAH1B2 inh: 9; PME-1 primary: -4; PAFAH2 FP inh: 6

What do the screens show for `COC(=O)c1ccc(-c2noc(CN(C)CC3CCCCO3)n2)cc1` (centres undefined)?
PAFAH1B3 FP inh: 9; PAD4 inh: -5; pPAFAH FP inh: 2; GSTO1 inh: 0; LYPLA1 counter: -4; Fam108B counter: 0; PAFAH1B2 inh: 0; PME-1 primary: -2; PAFAH2 FP inh: 2

How did CC(=O)NCC(=O)OCC(=O)c1ccc(Cl)cc1 do in these assays?
PAFAH1B3 FP inh: -2; PAD4 inh: -1; pPAFAH FP inh: -1; GSTO1 inh: -5; LYPLA1 counter: 1; Fam108B counter: -1; PAFAH1B2 inh: 4; PME-1 primary: -9; PAFAH2 FP inh: 0

Results for COc1ccc(CCN2C(=O)C3C4CC(C5C(C(=O)O)=NOC45)C3C2=O)cc1OC (centres undefined) ?
PAFAH1B3 FP inh: -10; PAD4 inh: -6; pPAFAH FP inh: 5; GSTO1 inh: -6; LYPLA1 counter: 2; Fam108B counter: 4; PAFAH1B2 inh: 1; PME-1 primary: 1; PAFAH2 FP inh: 0

How did COc1ccc(S(=O)(=O)NCCc2c[nH]c3ccc(Cl)cc23)cc1 do in these assays?
PAFAH1B3 FP inh: 4; PAD4 inh: 1; pPAFAH FP inh: 4; GSTO1 inh: -1; LYPLA1 counter: -1; Fam108B counter: -3; PAFAH1B2 inh: 9; PME-1 primary: 2; PAFAH2 FP inh: 5

Screens deposited in PubChem by The Scripps Research Institute Molecular Screening Center.
